Screens deposited in PubChem BioAssay by National Center for Advancing Translational Sciences (NCATS).
IL2 activator = qHTS of IL-2 Activators; IL-2 activation reporter assay, cell-based qHTS; stimulated with anti-CD3/CD4/CD28 beads; in transgenic mouse T cells; activation, % (series mostly up to about 46 µM); 360,000 tested, 0.065% active; AID 652025, 2013; in the data active means activation above about 50%; inconclusive means mostly about 30% to 49%; further: 0% is about no effect
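Quantitative HTS in unstimulated transgenic mouse T cells, with memory T cells as non-tolerant control and PMA/ionomycin as tolerance-bypass control. Compound pretreatment lasted 60 minutes before 18 h bead stimulation; EGFP/DsRed fluorescence read.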
EPAC1 antagonist = qHTS for Antagonist of cAMP-regulated guanine nucleotide exchange factor 3 (EPAC1): primary screen; Potency, µM (top dose mostly 115 µM), for inactives: top-dose activity change, negative = inhibition, usual class: inhibitors; 360,000 tested, 0.14% active; EPAC1 GEF assay, Rap1b-BODIPY-GDP exchange fluorescence; Rap guanine nucleotide exchange factor 3 (Homo sapiens), O95398;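 further: potency means the concentration at half of the fitted maximal effect; plate controls were vehicle for no effect and positive control for full effect; nearly all actives have a fitted effect of over 50% in size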
GLP-1R agonist = qHTS of GLP-1 Receptor Agonists | HEK293 GLP-1R CRE-luciferase, luminescence, 4-6 h; cells express a hypersensitive GLP-1R form | AID 624172, 2012 | Potency, µM (highest dose often 45.6 µM), for inactives: at the highest dose activation, most hits filed as activators | 380,000 tested, 0.007% active; further: potency means the concentration at half of the fitted maximal effect; % of control where 0% means no effect
Target sequence (P43220 whole entry, looked up): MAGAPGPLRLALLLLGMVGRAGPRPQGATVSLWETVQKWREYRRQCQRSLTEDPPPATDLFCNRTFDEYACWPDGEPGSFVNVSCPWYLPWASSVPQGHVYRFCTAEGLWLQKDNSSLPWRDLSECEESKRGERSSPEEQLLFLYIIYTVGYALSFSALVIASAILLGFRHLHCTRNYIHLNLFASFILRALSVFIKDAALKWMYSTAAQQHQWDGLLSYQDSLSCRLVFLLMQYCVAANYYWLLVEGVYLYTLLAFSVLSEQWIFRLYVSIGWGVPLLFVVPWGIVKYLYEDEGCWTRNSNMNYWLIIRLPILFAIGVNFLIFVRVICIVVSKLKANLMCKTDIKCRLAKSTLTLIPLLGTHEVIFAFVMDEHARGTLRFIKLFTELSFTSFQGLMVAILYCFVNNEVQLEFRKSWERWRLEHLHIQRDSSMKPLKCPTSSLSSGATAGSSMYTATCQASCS
PI5P4Ka inh = qHTS for Inhibitors of phosphatidylinositol 5-phosphate 4-kinase (PI5P4K); Phosphatidylinositol 5-phosphate 4-kinase type-2 alpha (Homo sapiens), P48426; PI5P4Kalpha enzyme, ADP-Glo luminescence, 60 min; hits give low values; max response, %; 330,000 tested, 1.2% active; active means max response of -50% or lower; inconclusive means between -30% and -50%; inactive means -30% or higher; further: value at the top dose of about 77 µM; on the % scale 0 is the no-effect control and ±100 the full control effect
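Human PI5P4Kalpha with substrate in 0.038 M HEPES pH 7.4, 0.28 mM EGTA, 0.1% CHAPS, 5% DMSO; reaction started with 5 microM ATP (final), 60 min at room temperature. ADP formed read by ADP-Glo luminescence.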
GLP1R cytotox = qHTS of GLP-1 Receptor Inverse Agonists: Cytotox Screen; HEK293 cAMP-luciferase reporter cells, luminescence, 24 h; Potency, µM (doses to about 38.3 µM), inactives show at the top dose activity change, negative = inhibition, usual class: inhibitors; 410,000 tested, 0.13% active;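 further: loss of luciferase light is scored as toxicity; potency means the concentration at half of the fitted maximal effect; on the % scale 0 is the no-effect control and ±100 the full control effect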
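1536-well qHTS counterscreen of the MLSMR; 200 cells/uL, 12 h pre-incubation, 23 nL cpd, 24 h at 37 deg C 5% CO2, luciferase detection reagent, 12 min RT, luminescence. Inhibition = undesired.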
GLP1R inv ag = qHTS of GLP-1 Receptor Inverse Agonists (Inhibition Mode); 410,000 tested, 1.6% active; Glucagon-like peptide 1 receptor (Homo sapiens), P43220; HEK293 GLP-1R CRE-luciferase, luminescence, 24 h; GLP-1R form is constitutively active; Potency, µM (doses to about 38.3 µM), for inactives: at the top dose activity change, negative = inhibition, actives largely listed as inhibitors; further: potency means the concentration at half of the fitted maximal effect; on the % scale 0 is the no-effect control and ±100 the full control effect; nearly all actives have a fitted effect of over 55% in size
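Luminescence readout: a drop in cAMP-driven luciferase signal flags inverse agonism at a constitutively active GLP-1R stably expressed in HEK293. Compound exposure lasted 24 hr at 37 deg C, 5% CO2.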
EPAC1 agonist = qHTS for Agonist of cAMP-regulated guanine nucleotide exchange factor 3 (EPAC1): primary screen; Rap guanine nucleotide exchange factor 3 (Homo sapiens), O95398; EPAC1 agonist qHTS, biochemical assay; response scale: 100% = response to 6.5 mM cAMP; Potency, µM (highest dose often 154 µM), without a hit: at the highest dose activation, hits mostly activators; 360,000 tested, 0.073% active; further: potency means the concentration at half of the fitted maximal effect; nearly all actives have a fitted effect of over 60% in size
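Normalized to 6.5 mM cAMP, activity reflects EPAC1-catalysed release of BODIPY-GDP from Rap1B, followed kinetically over 30 min at 480 nm excitation, 540 nm emission. Reaction contained 100 nM EPAC1, 250 nM Rap1B-BODIPY-GDP, 50 uM GDP.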
PTHR1 ag = qHTS for PTHR1 Agonists: Primary Screen | Parathyroid hormone/parathyroid hormone-related peptide receptor (Homo sapiens), Q03431 | AID 743266, 2014 | Potency, µM (series often up to 115 µM), for the others: at the highest dose activation, most hits filed as activators | 410,000 tested, 0.075% active | HEK293 GP2 PTHR1 cells, GloSensor cAMP luminescence, 1 h; further: potency means the concentration at half of the fitted maximal effect; nearly all actives have a fitted effect of over 55% in size; some results filed as inactive show a strong effect at the top dose; inactives centre near -15; many of its hits are not listed in these tables
Target sequence (Q03431 whole entry, looked up): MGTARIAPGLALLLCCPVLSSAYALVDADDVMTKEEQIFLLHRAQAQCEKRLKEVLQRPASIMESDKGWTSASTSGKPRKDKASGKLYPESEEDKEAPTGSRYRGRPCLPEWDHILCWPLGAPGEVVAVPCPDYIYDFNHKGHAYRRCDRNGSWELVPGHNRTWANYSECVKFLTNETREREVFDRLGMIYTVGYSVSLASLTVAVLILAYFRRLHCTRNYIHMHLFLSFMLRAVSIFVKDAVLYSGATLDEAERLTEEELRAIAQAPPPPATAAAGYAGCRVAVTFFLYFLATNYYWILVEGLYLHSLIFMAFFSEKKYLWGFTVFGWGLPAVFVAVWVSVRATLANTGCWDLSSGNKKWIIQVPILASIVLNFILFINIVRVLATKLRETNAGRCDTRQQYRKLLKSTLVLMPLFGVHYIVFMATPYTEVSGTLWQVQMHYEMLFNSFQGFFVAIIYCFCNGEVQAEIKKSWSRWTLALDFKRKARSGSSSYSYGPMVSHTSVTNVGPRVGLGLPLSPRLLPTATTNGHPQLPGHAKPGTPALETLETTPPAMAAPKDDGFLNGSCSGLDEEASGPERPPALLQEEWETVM
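HEK-293-derived GP2 cells expressing PTHR1 and a GloSensor cAMP reporter, 3,000/well, plated overnight, given luciferin plus IBMX (each 0.5 mM as added) for 1 h at 37 °C, then compound for 1 h at 37 °C. Luminescence was read after 15 min at room temperature.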
PLK1 PBD block = qHTS for Inhibitors of PLK1-PDB (polo-like kinase 1 - polo-box domain): Primary Screen | Potency, µM, for the others: max response, negative = inhibition, usual class: inhibitors | Plk1 PBD binding of FITC phosphopeptide, fluorescence polarization | Serine/threonine-protein kinase PLK1 (Homo sapiens), P53350 | 360,000 tested, 2.8% active; further: potency means the concentration at half of the fitted maximal effect; series mostly up to about 57 µM; on the % scale 0 is the no-effect control and ±100 the full control effect; nearly all actives have a fitted effect of over 65% in size
* hit, by the source's call; i = inactive; ? = inconclusive; nt = no result given; & = joins results of further samples; [ ] = dose if it differs, or a comment. Unless noted, the call rests on the fitted dose curve; in most records, active means well fitted curve in the direction sought with a large enough effect; inconclusive means small, poorly fitted or top-dose-only effect, or another doubt; inactive means no such curve, though single readings can be large; an effect the other way counts as inactive or inconclusive.

Each structure is followed by: IL2 activator	EPAC1 antagonist	GLP-1R agonist	PI5P4Ka inh	GLP1R cytotox	GLP1R inv ag	EPAC1 agonist	PTHR1 ag	PLK1 PBD block
Cc1c(NC(=O)CN(c2ccccc2)S(=O)(=O)c2ccc(F)cc2)c(=O)n(-c2ccccc2)n1C
    1.9	1.7%	-8.6%	-1.4	-4.7%	-4.2%	7.3%	-5.9%	0.2%
Cc1nn(CC(=O)N2CCN(S(=O)(=O)c3ccccc3)CC2)c(C)c1[N+](=O)[O-]
    0.5	-19.4%	8.2%	-3.4	-3.3%	8.8%	14.8%	-38.7%[inhibitor]	-4.6%
CC[C@H]1c2[nH]c3ccccc3c2C[C@H]2C(=O)N(c3ccc(F)cc3)C(=O)N21
    -0.5	-17.3%	-3.6%	-1.3	0.0%	?	-31.1%[inhibitor]	-50.1%[inhibitor]	-13.7%
Cc1ccc(S(=O)(=O)Nc2cccc(-c3ccc4nnc(C)n4n3)c2)s1
    -0.6	16.9%	6.6%	-1.6	3.2%	97.8%[activator]	-4.2%	-1.1%	-2.8%
CCOc1ccccc1N1CCN(C(=O)c2cn(CC3CCCCC3)nn2)CC1
    0.2	-4.5%	0.2%	-2.4	-13.4%	?	-12.2%	-70.2%[inhibitor]	6.3%
COC(=O)c1c(NC(=O)c2ccccc2C(=O)O)sc2c1CCCC2
    4.0	-11.7%	-1.6%	2.4	-3.5%&6.7%	-41.5%&-30.1%	-0.9%	i	-15.6%
CCOc1cc(C2NC(=O)c3ccccc3O2)ccc1OC(C)C (configuration not stated)
    -0.8	-5.2%	12.8%	-2.5	-16.2%	11.8%	4.6%	-24.0%	-6.4%
Cc1cccc(C(=O)Nc2cccc(C(=O)N/N=C/c3ccc4c(c3)OCO4)c2)c1
    -0.3	-12.3%	23.4%	-0.5	-21.3%	?	-1.0%	-21.3%	2.9%
CNC(=O)C(=O)Nc1cc2c3c(c1)CCC(=O)N3CCC2
    0.1	-5.6%	-1.6%	0.5	4.4%	-2.4%	13.0%	i	-3.9%
COc1ccc(Cc2nc3ccc(C(=O)NC(C)c4cnn(C)c4)cc3o2)cc1 (configuration not stated)
    12.8	-25.3%	-2.6%	3.0	-3.7%	7.7%	-2.5%	i	-1.7%
COc1ccc(C(=O)Cc2ccccc2C(=O)O)cc1
    -4.3	3.5%	1.5%	-8.2	-6.1%	0.8%	-9.0%	i	5.0%
COc1ccc(NC(=O)C2CCCO2)cc1OC (configuration not stated)
    -1.5	2.5%	-1.8%	nt	-0.1%	1.9%	6.0%	i	-1.4%
O=C(c1cnc(-c2ccccc2)s1)c1ccc(Cl)cc1Cl
    -2.3	-5.5%	7.1%	nt	1.4%	0.0%	11.4%	-20.3%[57.5 µM]	-6.5%
COc1ccc(/C=C/C(=O)NC(=S)Nc2ccc(S(=O)(=O)Nc3ccc(OC)nn3)cc2)cc1
    -0.1	-11.2%	-14.5%	?	-7.0%	5.4%	3.5%	-17.5%	-24.6%
COc1ccc(CN2C[C@@H](CO)O[C@@H](n3cnc4c(N5CCN(CCO)CC5)ncnc43)C2)cc1
    1.2	6.9%	-3.0%	-3.4	-8.9%	-23.3%	-15.2%	-19.9%	-1.6%
COCCn1nnnc1C(c1ccc(OC)cc1OC)N1CCN(c2ccccc2)CC1 (configuration not stated)
    -2.4	-3.7%	1.7%	-5.5	13.3%	-3.0%	-2.3%	i	-10.7%
COc1ccc(C(=O)Nn2c(CC(C)C)nc3cc(Cl)ccc3c2=O)c(OC)c1
    -2.0	1.6%	12.9%	1.5	-12.1%	-11.0%	-4.6%	i	6.2%
CCC(C)c1ccccc1NC(=S)NC(=O)c1ccco1 (configuration not stated)
    -2.6	-1.4%	4.5%	14.3	-23.7%	?	-2.6%	i	1.5%
COc1cccc(NC(=O)CN(C)C(=O)c2cccc(NS(=O)(=O)c3ccccc3)c2)c1
    1.1	9.8%	7.1%	-0.6	-4.2%	-21.2%	3.7%	-8.2%	-12.8%
CN(C)CCNC(=O)CN1C(=O)CSc2ccc(S(=O)(=O)N3CCCCC3)cc21
    -1.5	12.5%	3.9%	-0.4	10.9%	-16.7%	5.1%	i	-14.5%

Next section:
Each structure is followed by: IL2 activator	EPAC1 antagonist	GLP-1R agonist	PI5P4Ka inh	GLP1R cytotox	GLP1R inv ag	EPAC1 agonist	PTHR1 ag	PLK1 PBD block
Clc1cccc(C2Nc3cccc4cccc(c34)N2)c1Cl
    -1.5	-16.3%	-1.1%	-2.4	-14.4%	-8.2%	11.6%	-16.4%	-5.0%
C[C@H](NC(=O)CCn1nnc2ccccc2c1=O)C(=O)O
    0.6	-7.5%	-8.0%	-3.4	1.1%	-9.9%	2.0%	i	3.1%
CC(C)C(=O)N1CCN(c2nc(-c3ccc(Cl)cc3)cs2)CC1
    1.4	-1.8%	7.6%	-2.4	7.0%	-24.9%	-3.5%	-43.6%[inhibitor]	-18.0%
CC(=O)Nc1ccc(S(=O)(=O)Nc2nnc(C3CCCCC3)s2)cc1
    -1.1	9.7%	-6.7%	-12.7	-11.5%	-1.3%	5.8%	-2.2%[57.5 µM]	23.8µM*
CCOC(=O)C1(C)CCN1C(=O)c1cncc(Br)c1 (configuration not stated)
    1.7	6.6%	-1.1%	-3.0	-1.0%	2.2%	-2.5%	-21.0%	5.7%
COc1ccc(-c2sc3ccc(OC)cc3c2-c2ccc(OC)c(F)c2)cc1
    -1.6	9.7%	1.5%	2.4	11.8%	-2.9%	-8.4%	i	-0.5%
COc1cccc(NC(=O)CN(C)C(=O)c2ccc(S(=O)(=O)Nc3ccccc3C)cc2)c1
    -0.3	8.8%	-2.5%	-6.2	-7.5%	?	0.1%	-40.2%[inhibitor]	-3.9%
O=C1c2ccccc2C(=O)N1CCCCc1cn(C[C@H]2CC[C@H](Cn3cc(CCCCN4C(=O)c5ccccc5C4=O)nn3)O2)nn1
    -0.9	-3.8%	3.5%	-0.2	-3.5%	3.3%	10.2%	i	-11.5%
O=C(Nc1cccc(F)c1)N1CCC(n2c(=O)[nH]c3ccccc32)CC1
    -0.2	-0.2%	8.5%	-2.4	-3.2%	?	2.9%	3.2%	-6.3%
O=C(CN1CCN(c2ccccc2F)CC1)N1CCc2ccccc21
    -2.7	-15.9%	13.2%	3.6	-3.8%	-30.0%	8.4%	-4.8%	-15.3%
Cc1cc(C(=O)O)n(C(C)(C)C)n1
    -0.3	-3.6%	-0.6%	2.5	-0.3%	0.7%	4.8%	-6.9%	-6.2%
CC(NC(=O)C1CCCC1)c1ccc(Br)cc1 (configuration not stated)
    -0.9	-11.5%	8.6%	-1.6	3.4%	?	-1.4%	-18.2%	-22.5%
O=C(NCC1CCOCC1)c1ccc(-c2ccc(F)c(F)c2)c2ccoc12
    -0.6	-0.9%	19.2%	-1.2	-1.8%	?	-7.1%	-32.8%[inhibitor]	3.3%
CCCCn1c(N)c(N(CCOC)C(=O)c2ccc(NC3CC3)c([N+](=O)[O-])c2)c(=O)[nH]c1=O
    -0.2	-6.6%	6.0%	2.0	7.8%	8.0%	1.2%	-19.7%	-3.6%
COCCC1CCCCN1C(=O)c1cc(COc2cccc(C(C)=O)c2)on1 (configuration not stated)
    -3.5	1.5%	15.4%	-1.1	-5.9%	0.3%	-8.6%	-29.8%	-9.9%
CCn1c(=N)n(CC(=O)OC)c2ccccc21
    -3.4	12.1%	1.7%	1.3	-1.5%	-3.5%	-1.2%	-15.5%	-2.5%
CCn1nc(C)c(CN2CCN(Cc3ccsc3)C(CCO)C2)c1C (configuration not stated)
    -1.3	-9.5%	4.1%	0.2	8.5%	7.1%	7.8%	-1.6%	-1.5%
CC(C)CN(C(=O)c1cccc(S(=O)(=O)N2CCN(c3ccc(F)cc3)CC2)c1)C1CCS(=O)(=O)C1 (configuration not stated)
    -4.4	1.9%	-5.2%	-5.3	-1.2%	-17.7%	-14.4%	i	-2.7%
CCOC(=O)N1CCN(S(=O)(=O)c2ccc(C(=O)N(CCCN(C)C)c3nc4ccc(Cl)cc4s3)cc2)CC1
    -1.1	9.1%	9.1%	9.3	-18.2%	?	1.3%	-8.4%	-7.1%
CSc1ccccc1NC(=O)c1cccc(S(=O)(=O)N2CCN(C)CC2)c1
    -3.3	8.2%	5.7%	-3.8	5.2%	7.5%	-3.7%	i	-2.8%
Cc1cc(NC(=O)CSC2=NS(=O)(=O)c3ccccc3N2)no1
    -1.9	-4.5%	-5.5%	-7.1	2.2%	0.1%	4.1%	i	-5.5%
CCOc1ccc(N2C(=O)CC(N(CCc3ccc(S(N)(=O)=O)cc3)C(C)=O)C2=O)cc1 (configuration not stated)
    3.9	-16.2%	0.1%	14.0	2.9%	14.5%	4.6%	i	-0.8%
Clc1ccc(-c2nc3cnccn3c2NC2CCCC2)cc1
    -2.2	-15.1%	12.4%	nt	374.9%[activator]	?	0.0%	i	-5.7%

A portion of the library; rates above refer to the full screens.
